Screening results (PubChem)
Pf Dd2 growth: qHTS Primary assay for Inhibitors of Plasmodium falciparum Dd2 growth in vitro; hit rate 4.3% among 120,000; AID 1347417, 2020; P. falciparum Dd2 growth, SYBR Green, 72 h; Potency, µM (doses to about 28.9 µM), for inactives: top-dose activity, negative = inhibition, most hits filed as inhibitors; active means well fitted inhibition curve with a large enough effect; inconclusive means small, poorly fitted or top-dose-only effect; inactive means no such curve, though single readings can be large or run the other way;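 further: plate controls were DMSO vehicle for no effect and reference drug for full effect; nearly all actives have a fitted effect of over 65% in size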
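Infected erythrocytes (Dd2, 0.3% parasitemia, 2.5% hematocrit final) are added to compound in RPMI-1640/Albumax II medium, grown 72 h at 37C in low oxygen, then lysed with saponin/Triton-X containing SYBR Green and read by fluorescence.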
The depositor's hits bear a star; i = inactive; ? = inconclusive; [ ] = dose if it differs, or a comment. Potency means the concentration at half of the fitted maximal effect.

SMILES	Pf Dd2 growth
CC(=O)c1c(C)n(S(=O)(=O)c2ccc(Cl)cc2)c2ccc(NS(=O)(=O)c3ccc(Cl)cc3)cc12	11µM*
CCOC(=O)c1cccc(NC(=O)CN2C(=O)c3ccccc3Sc3ncccc32)c1	?
CCCCN(C)CCNC(=O)CN1C(=O)CSc2ccc(S(=O)(=O)N3CCCCC3)cc21	?
Cc1ccc(CNC(=O)Cn2c(=O)n(-c3ccc(Cl)cc3)c(=O)c3c(C)c(C)sc32)cc1	35%[activator]
Cc1ccc(C2=NC3(CCN(C(=O)c4cccc(C)c4)CC3)ON2)cc1	-10%
COc1ccc(N2C(N)=C(C#N)C(c3cc(CN4CCOCC4)cs3)C3=C2CCCC3=O)cc1 (configuration not stated)	?
COc1ccc(NC(=O)Cn2cc(C(=O)c3ccncc3)c(=O)c3cc(C)ccc32)cc1Cl	-13%
COc1cc(Cl)c(C)cc1NC(=O)Cn1ccn2nc(-c3ccccc3)c(CO)c2c1=O	-9%
COc1ccccc1NC(=O)CSc1oc(-c2cccs2)nc1S(=O)(=O)c1ccc(C)cc1	-18%
c1ccc(-c2csc(CCNc3nccc(-c4ccccn4)n3)n2)cc1	-16%
O=C(COc1ccc(F)cc1)N1CCN2CCS(=O)(=O)N(C3CC3)C(=O)C2C1 (configuration not stated)	-2%
COc1ccc(S(=O)(=O)N2CCc3nnc([C@@H]4C[C@@H](O)CN4C)n3CC2)cc1	3%
Cc1cnc(C(=O)N2CCCN(C(=O)C3CC3)C(c3ccccc3)CC(=O)NCC2)cn1 (configuration not stated)	13%
COc1cc2c(cc1OCC1CC1)NC(=O)C21CCN(Cc2cccc(O)c2)CC1	-15%[44.1 µM]
O=C(COc1cccnc1)N[C@H]1CCOC[C@H]1C1CCOCC1	?
Cc1cc(C2CCCN2C(=O)c2ccn(C)n2)on1 (configuration not stated)	-6%
COc1ccc(S(=O)(=O)c2cn(Cc3ccccc3)c3cc(F)c(F)cc3c2=O)cc1	-24%
COc1ccc(CCNC(=O)CSc2nc(-c3ccc(F)cc3)cc(C(F)(F)F)n2)cc1OC	?
CCc1ccc(CN(Cc2cn[nH]c2-c2ccc(OC)cc2)C(=O)Nc2ccc(Br)cc2)cc1	?
CN1CCCN(C(=O)C2CCCN(Cc3ccncc3)CCC(=O)NCC2)CC1 (configuration not stated)	4%
COc1ccc(C(=O)OCc2cc(=O)n3nc(C4CC4)sc3n2)cc1OC	38%[activator]
O=C(Nc1cccc(C(F)(F)F)c1)C1CCN(S(=O)(=O)c2cccc3nsnc23)CC1	?
COc1ccc(S(=O)(=O)N2CCC(CC(=O)NCc3ccccc3)C2)cc1OC (configuration not stated)	i
O=C(NC1CCCN(c2nc3ncccc3o2)C1)c1cccc(Cl)c1 (configuration not stated)	?
CCCc1nnc([C@H]2CCN(C(=O)c3ccccc3)C2)o1	?
CN(c1cc(=O)c2ccnc(NCc3ccc4c(c3)OCO4)c2o1)C1CCOCC1	?
Nc1c(C(=O)Nc2ccccc2F)sc2nc3c(cc12)CCCCCC3	10%
Cc1ccc(CN2CC[C@H](c3nnc(-c4ccco4)o3)C2)o1	?
Cc1nn2c(c1-c1ccccc1OCc1ccccc1)N(C(=O)C1CCOCC1)CCC2	-17%[44.1 µM]
CCn1cc(C(=O)NCc2ccc(Cl)cc2)c(=O)c2cc(S(=O)(=O)N(C)C3CCCCC3)ccc21	4%
CCCc1ccc(S(=O)(=O)N2CCC(n3cnnc3C)CC2)cc1	-28%
Cc1noc2c(N3CCOCC3)cc(-c3ccc(F)cc3)nc12	i
Cc1cc(Cl)ccc1OCC(=O)N1CC(CO)C2(CCNCC2)C1 (configuration not stated)	-17%
CCN(CC)CCNC(=O)Cn1cnc2sc(C)c(S(=O)(=O)N3CCC(C)CC3)c2c1=O	-9%
CC(=O)N1CCCN(C(=O)c2cnc3c(c2)N(C(=O)CCc2ccccc2)CCC3)CC1	i
CNC(=O)c1c(NC(=O)c2cc(=O)c3cc(C)c(C)cc3o2)sc2c1CCCC2	14%
CSCC(=O)NCCC[C@H](NC(=O)[C@@H]1[C@@H](NC(=O)NC(C)C)CCN1C(=O)CSC)C(N)=O	7%
COc1cc(NC(=O)CN(c2cc(C)cc(C)c2)S(=O)(=O)c2c(C)[nH]c(=O)[nH]c2=O)cc(OC)c1	-6%
O=C(CCC1N=C2c3ccccc3N=C(SCc3ccc(Cl)cc3)N2C1=O)N1CCN(c2ccccc2)CC1 (configuration not stated)	-14%
Cn1ccnc1-c1ccc(N2CC[C@](C)(O)[C@@H](O)C2)nn1	0%
CC(=O)N1C[C@H](NC(=O)c2cc(=O)[nH]c3cc(F)ccc23)[C@@H](C2CC2)C1	-19%
O=C(N[C@H]1CO[C@H]2[C@@H]1OC[C@@H]2Nc1nccc(-c2ccc(-c3ccccc3)cc2)n1)C1CC1	7%
COC(=O)c1cccc(CN2C(=O)SC(Nc3ccc(Cl)cc3)C2=O)c1 (configuration not stated)	i
Cc1cc2n(n1)CCC(=O)N2Cc1ccc(C(=O)Nc2cc(Cl)ccc2C)cc1	48%[activator]
CC1CCN(C(=O)CSc2n[nH]c(-c3ccc(F)cc3)n2)CC1	-3%
CC1(C(=O)NC2CCCCC2)Cc2ccccc2C(=O)N1Cc1ccccc1Cl (configuration not stated)	-11%
CCOc1nccn2c(-c3ccc(CN4CCNC(=O)C4)cc3)cnc12	i
COc1cc(CN2C[C@@H](CO)[C@H](C(=O)NC3CC3)C2)ccc1F	?
COc1ccc(-c2cc(C(F)(F)F)n3nc(C(=O)OC(C)C)cc3n2)cc1	?
O=C1NCc2ccccc2CC12CCN(Cc1cc(F)ccc1F)C2 (configuration not stated)	-16%
O=C([C@@H]1C[C@H](F)CN1S(=O)(=O)c1ccccc1F)N1CCc2ccccc2C1	-8%
CC(C)(C)C(=O)N1CCc2nc(-c3ccccc3)nc(-c3ccc(Cl)cc3)c2C1	5µM*
COc1ccc(-c2cc3c(ccn3C)c(C(=O)NCc3cccnc3)n2)cc1	?
C=CCN(Cc1ccc(F)cc1)C(=O)C(C)Oc1ccccc1OC (configuration not stated)	10%
CCn1cc(-c2ccc(Cl)cc2)cc1C(=O)N1CCN(c2ccccn2)CC1	?
Cn1nnnc1C1CCCN(C(=O)c2cccc(F)c2)C1 (configuration not stated)	23%
O=C(NCc1ccc(F)cc1)C1CCc2nnc(-c3ccc(Cl)nc3)n21 (configuration not stated)	7.1µM*
CCNC(=O)c1n[nH]c2c1CN(C(=O)c1ccccc1F)CC2	-15%
CC(C)NC(=O)N1CCCC(Cn2c(C3CC3)nc3cccnc32)C1 (configuration not stated)	?
Cc1ccc(CNC(=O)C2CCN(c3cnc4nccnc4c3)CC2)o1	i

Molecules from the list above with a furan ring, fused or not (2):
SMILES	Pf Dd2 growth
Cc1ccc(CN2CC[C@H](c3nnc(-c4ccco4)o3)C2)o1	?
Cc1ccc(CNC(=O)C2CCN(c3cnc4nccnc4c3)CC2)o1	i

Additional structures follow:
SMILES	Pf Dd2 growth
COc1cccc(CCC(=O)N2CCC3(CC2)NC(=O)N(c2ccccc2)N3)c1	-11%
O=C(Cc1c[nH]c2ncc(-c3cccc(Cl)c3)cc12)NCc1cccnc1	4.5µM*
COc1cccc(-c2cc3c(=O)n(CCNC(=O)c4ccc(F)cc4)ccn3n2)c1	-15%
COc1ccc(S(=O)(=O)c2nnn(-c3cccc(Cl)c3)c2N)cc1	-6%
CC(=O)N1CCC2(CC1)OC(=O)C(C)=C2C(=O)Nc1cccc(Cl)c1C	i
CNC(=O)C1(N2CCC[C@H]2C(=O)NCCc2ccccn2)CCCCC1	-1%[44.1 µM]
COc1ccc(-c2cc(N3CCN(C(=O)c4cccc(OC)c4OC)CC3)n[nH]2)cc1	-8%
COc1ccc(-c2cn(C[C@H]3CC4CCN3C[C@@H]4C(=O)NCc3ccc(F)cc3)nn2)cc1 (some centres not stated)	?
Cc1ccc(C(=O)NC2CCN(c3cc(-c4cccs4)[nH]n3)C2)cc1F (configuration not stated)	i
COc1ccccc1-c1ccnc(N[C@H]2CO[C@H]3[C@@H]2OC[C@@H]3NC(=O)CCC(=O)O)n1	6%[44.1 µM]
CCc1cccc(C)c1NS(=O)(=O)c1c(C(=O)N2CCC(C)CC2)c(C)n(C)c1C	i
CC1=C(C(=O)Nc2ccccc2C)C(c2cccs2)n2nc(SCc3cc(C)ccc3C)nc2N1 (configuration not stated)	19%
CCCNC(=O)C1N(c2ccc(OC)cc2)C(=O)C12CCCCC2 (configuration not stated)	-10%
Cc1ccc(S(=O)(=O)N2CCc3cc(C(=O)Nc4ccc(Cl)cc4C)ccc32)cc1	i
CN1C(=O)C(Cc2nc(-c3ccc4nc[nH]c4c3)no2)N(C)C1=O (configuration not stated)	-13%
CC(C)N1C(=O)Cc2ccccc2C1C(=O)NCc1cccc(F)c1 (configuration not stated)	?
COc1ccc(Cl)cc1S(=O)(=O)N1CCC(n2cnnc2C(C)C)CC1	i
CCS(=O)(=O)N1CCc2n[nH]c(=O)n2CC1	19%
Cc1ccc(-c2nnc(Nc3ccccc3)c3ccccc23)cc1S(=O)(=O)N1CCN(C)CC1	-11%
O=C(N[C@H]1C[C@H]2C(=O)NC[C@@H](CCC(=O)N3CCN(c4ccccn4)CC3)N2C1)c1cccs1	-5%
CCc1ccc(NCc2cc3ccc(OC)cc3n(CC(=O)Nc3ccc(F)cc3F)c2=O)cc1	23%
COc1ccc(C(=O)N2CCCn3cc(-c4ccccc4)nc32)cn1	-18%
COCCc1nncn1C1CCN(C(=O)c2ccc(C)c(C)c2)CC1	30%
CCc1ccc(NC(=O)CCS(=O)(=O)c2ccc3c(c2)n(C)c(=O)c(=O)n3C)cc1	18%
Cc1cn2nc(C(=O)NCc3ccc(C(C)C)cc3)cc2c(N2CCCC2)n1	i
O=C(c1cc2cc(Cl)ccc2[nH]1)N1C[C@@H](CO)[C@H](c2ccccn2)C1	?
CSc1ncc(Cl)c(C(=O)Nc2c(C(=O)Nc3cccc(Cl)c3)oc3ccccc23)n1	53%[activator]
COc1ccc(NC(=O)C2CN(S(C)(=O)=O)CC23CCCCC3)c(C)c1 (configuration not stated)	i
CC(=O)N1Cc2ccccc2CC2(CCCCN2Cc2ccncc2)C1 (configuration not stated)	?
O=C(C[C@@H]1CCNC[C@@H]1Cc1cc(CC2CCCCC2)on1)NC1CC1	-16%[44.1 µM]
CN(Cc1nc2c(s1)CCCC2)C(=O)CN1C(=O)CSc2ccccc21	-6%
COc1ccc(C(=O)N2CC[C@H]3NC(=O)N(c4ccc(C(C)C)cc4)C(=O)[C@H]32)cc1	-13%[44.1 µM]
OCc1cccc(-c2ccc3ncc(Nc4ccc(OCCN5CCCC5)cc4)n3n2)c1	0.79µM*
COC(=O)[C@H](Cc1ccc(OC)cc1)NC(=O)[C@H]1CN(S(=O)(=O)c2ccccc2)CCN1C(C)=O	-4%
O=C(c1ccncc1)N1CCC(Nc2cccnc2)C1 (configuration not stated)	53%[activator][5.79 µM]
O=C1CC2(CCN(C(=O)c3ccc(CSc4ccccc4)o3)C2)C(=O)N1 (configuration not stated)	-24%
Cc1nnc2n1CCC(N(C)C(=O)NCCc1ccccc1)CC2 (configuration not stated)	0%
O=C(NCCc1noc(-c2ccccc2)n1)c1ccc(Cl)s1	-20%
O=C(N1CCCC1)C1(CCO)CCN(c2ncccn2)C1 (configuration not stated)	4%
COCc1ccc2c(c1)c(OC(C)(C)C(=O)NCCc1ccccn1)nn2Cc1ccccc1	i
CCC(Cn1cnc(-c2ccccc2)c1-c1ccc(C#N)cc1)N1CCN(C)CC1 (configuration not stated)	8.9µM*
COc1cc(F)ccc1-c1ccnc2nc(C3CCCO3)nn12 (configuration not stated)	-21%
O=C(NCCc1ccccc1Cl)c1ccc2c(=O)n(-c3ccccc3)c(=O)[nH]c2c1	-10%
CCOc1ccc(NC(=O)Cn2ccn3nc(-c4ccc(OC)c(OC)c4)cc3c2=O)cc1	87%[activator]
COc1ccc(C(=O)N2CCCC(c3nc(-c4ccccc4)no3)CCNC(=O)CC2)c(OC)c1 (configuration not stated)	7.1µM*
CN1CCCC2(CC1)CCN(C(=O)c1c3c(nn1C)CCCC3)CC2	?
CCC(=O)N1CCc2cc(S(=O)(=O)CCC(=O)Nc3ccc(Cl)c(C(F)(F)F)c3)ccc21	13%
O=C(CCNS(=O)(=O)c1ccc2c(c1)CCN2C(=O)C1CC1)N1CCN(c2ccc(F)cc2)CC1	?
CCc1ccc(-n2c(Cc3ccccc3)nnc2SCc2nc(-c3cccs3)no2)cc1	-14%

In the list so far, these contain an NH in an aromatic ring:
SMILES	Pf Dd2 growth
CCc1ccc(CN(Cc2cn[nH]c2-c2ccc(OC)cc2)C(=O)Nc2ccc(Br)cc2)cc1	?
COc1cc(NC(=O)CN(c2cc(C)cc(C)c2)S(=O)(=O)c2c(C)[nH]c(=O)[nH]c2=O)cc(OC)c1	-6%
CC(=O)N1C[C@H](NC(=O)c2cc(=O)[nH]c3cc(F)ccc23)[C@@H](C2CC2)C1	-19%
CC1CCN(C(=O)CSc2n[nH]c(-c3ccc(F)cc3)n2)CC1	-3%
CCNC(=O)c1n[nH]c2c1CN(C(=O)c1ccccc1F)CC2	-15%
O=C(Cc1c[nH]c2ncc(-c3cccc(Cl)c3)cc12)NCc1cccnc1	4.5µM*
COc1ccc(-c2cc(N3CCN(C(=O)c4cccc(OC)c4OC)CC3)n[nH]2)cc1	-8%
Cc1ccc(C(=O)NC2CCN(c3cc(-c4cccs4)[nH]n3)C2)cc1F (configuration not stated)	i
CN1C(=O)C(Cc2nc(-c3ccc4nc[nH]c4c3)no2)N(C)C1=O (configuration not stated)	-13%
CCS(=O)(=O)N1CCc2n[nH]c(=O)n2CC1	19%
O=C(c1cc2cc(Cl)ccc2[nH]1)N1C[C@@H](CO)[C@H](c2ccccn2)C1	?
O=C(NCCc1ccccc1Cl)c1ccc2c(=O)n(-c3ccccc3)c(=O)[nH]c2c1	-10%

An excerpt; rates above refer to the full screens.
